Screening data (PubChem)
KLF5 inhibitor: KLF5 expression inhibitors, primary screen, DLD-1 cells, luminescence | actives 0.23% (n = 290,000) | DLD-1 KLF5 promoter-luciferase reporter | inhibition, % at 5 µM;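 active means inhibition above a per-plate limit of that plate's mean compound inhibition plus 3 SD, cut at about 60% in these data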;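 further: 0% = DMSO wells and 100% = LY294002 at 200 µM; higher means less KLF5 promoter-driven luciferase light; inactives centre near -14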
HSF1 activator: HSF-1 activators, primary screen, NIH3T3-HGL cells, MG132 stress, luminescence, single point; NIH3T3-HGL HSF-1 luciferase reporter, 8 h; 100% = twice DMSO control signal; activation, % at 9 µM; actives 1.7% (n = 300,000); AID 504408, 2011;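 active means mean replicate activation of at least 50% with a set share of replicates each reaching 50%; inconclusive means only one of those two conditions met; inactive means mean below 50% and too few replicates reaching it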;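 further: 0% = median of the neutral control wells and 100% = twice that signal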
HSF1 inh: HSF1 inhibitors in luciferase reporter cells, primary screen, cell-based, NIH3T3, luminescence | NIH3T3-HGL HSE-luciferase, MG132-induced, luminescence 8 h; stronger effect = lower value | activity change, negative = inhibition, % at 7.5 µM (by protocol) | actives 0.77% (n = 300,000);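 active means more than half of replicate wells show activity change below -50%, luminescence cut by over half; inconclusive means some wells, but at most half, below -50%; inactive means no replicate well below -50%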;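 further: luciferase reports HSF-1 transcriptional activity via heat shock element; 0% = median of DMSO wells and -100% = zero luminescence signal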
GSK3A inh: blockers of GSK3A enzyme activity – biochemical, luminescence, cell-free homogeneous, HTS, primary screen; GSK-3 alpha kinase, ADP-Glo luminescence, 60 min; actives 0.1% (n = 320,000); AID 2650, 2010; inhibition, % at 10 µM;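 in the data active means inhibition above about 50%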;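 further: GST-tagged GSK-3 alpha with peptide substrate and 25 µM ATP; 0% = DMSO neutral wells and 100% = GW8510 positive control wells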
Target sequence (P49840 whole entry, looked up): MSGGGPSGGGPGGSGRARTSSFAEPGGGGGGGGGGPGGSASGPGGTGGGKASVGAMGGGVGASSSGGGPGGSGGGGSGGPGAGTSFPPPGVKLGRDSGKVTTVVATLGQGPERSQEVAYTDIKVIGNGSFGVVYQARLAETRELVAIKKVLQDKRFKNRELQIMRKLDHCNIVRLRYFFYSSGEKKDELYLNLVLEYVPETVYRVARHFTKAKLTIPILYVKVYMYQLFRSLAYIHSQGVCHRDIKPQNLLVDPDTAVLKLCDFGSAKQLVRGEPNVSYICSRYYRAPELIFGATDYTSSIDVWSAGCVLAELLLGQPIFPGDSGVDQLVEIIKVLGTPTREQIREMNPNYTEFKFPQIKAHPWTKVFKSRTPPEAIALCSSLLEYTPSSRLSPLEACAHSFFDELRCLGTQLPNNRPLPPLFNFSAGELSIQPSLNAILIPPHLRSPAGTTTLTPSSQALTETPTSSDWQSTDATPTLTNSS
IEC-6 tox: cytotoxicity in IEC-6 intestinal epithelial cells, primary screen, cytotoxicity control for KLF5 inhibitor project, cell-based, luminescence | IEC-6 cytotoxicity, luminescence viability | inhibition, % at 5 µM | actives 0.78% (n = 290,000) | AID 1825, 2009; in the data active means inhibition above about 22%;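 further: 0% = plate median of test compound wells and 100% = cytotoxic reference compound wells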
HSP90 refold inh: HSP90 inhibitors, primary screen, cell lysate, luminescence | Rabbit reticulocyte lysate, luciferase refolding luminescence, 3 h | actives 0.91% (n = 290,000) | AID 1789, 2009 | inhibition, % at 5.6 µM;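 active means inhibition above the screen-wide mean plus 3 SD, computed separately per campaign, cut at about 16% in these data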;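 further: 0% = DMSO wells and 100% = 60 µM geldanamycin wells; inhibitors lower the luminescence because luciferase stays unfolded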
HIF activator: HIF pathway transcriptional activators, primary screen, cell-based, U2OS HRE-luciferase, luminescence; U2OS HRE-luciferase reporter; normalized: DMSO 0%, desferrioxamine 100%; activation, % at 7.5 µM (by protocol); AID 1910, 2009; actives 0.32% (n = 300,000);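 active means mean activation of at least 10% of the iron chelator positive control signal, with at least half of replicates also reaching 10%; inconclusive means mean and replicate majority disagree about reaching 10%; inactive means mean and most replicates under 10%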
aSyn 5UTR inh: MLPCN primary screen, SNCA 5' untranslated region. alpha-synuclein 5'UTR reporter, inhibitor activity. inhibition, % (tested at 7.5 µM). actives 0.82% (n = 300,000); in the data active means inhibition above about 60%; inconclusive means no clear call, values can overlap the other calls;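 further: H4 neuroglioblastoma cells stably carrying SNCA 5'UTR luciferase fusion; 0% = DMSO wells and 100% = positive control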
AI-2 QS modul: Vibrio harveyi AI-2 quorum sensing modulators, primary screen, JMH597 strain, luminescence/OD600 ratio | actives 0.4% (n = 300,000) | activity change, % at 7.5 µM | AID 2094, 2009 | Vibrio harveyi JMH597 AI-2 luminescence/OD600 ratio, 9 h; stronger effect = lower value; strain lacks LuxN and CqsS sensors; 0 = neutral-control median; in the data active means activity change below about -75%, passing the limit was not always enough; inconclusive means no clear call, values can overlap the other calls;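 further: luminescence divided by OD600 gain over 9 h not by final OD600 alone; inactives centre near 13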
GSK3beta inhib: human GSK3beta kinase inhibitors, primary screen, biochemical, cell-free homogeneous, HTS | Glycogen synthase kinase-3 beta (Homo sapiens), P49841 | GST-GSK3beta kinase, ADP-Glo luminescence, 60 min; stronger effect = lower value | activity score (negative = inhibition), % at 10 µM | actives 0.038% (n = 300,000) | AID 2097, 2009;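 active means more than half of replicate wells score below -50%, meaning over 50% inhibition versus plate controls; inconclusive means some replicates but at most half score below -50%; inactive means no replicate scores below -50%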;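 further: 0% = median DMSO wells and -100% = median GW8510 positive control wells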
Target sequence (P49841 whole entry, looked up): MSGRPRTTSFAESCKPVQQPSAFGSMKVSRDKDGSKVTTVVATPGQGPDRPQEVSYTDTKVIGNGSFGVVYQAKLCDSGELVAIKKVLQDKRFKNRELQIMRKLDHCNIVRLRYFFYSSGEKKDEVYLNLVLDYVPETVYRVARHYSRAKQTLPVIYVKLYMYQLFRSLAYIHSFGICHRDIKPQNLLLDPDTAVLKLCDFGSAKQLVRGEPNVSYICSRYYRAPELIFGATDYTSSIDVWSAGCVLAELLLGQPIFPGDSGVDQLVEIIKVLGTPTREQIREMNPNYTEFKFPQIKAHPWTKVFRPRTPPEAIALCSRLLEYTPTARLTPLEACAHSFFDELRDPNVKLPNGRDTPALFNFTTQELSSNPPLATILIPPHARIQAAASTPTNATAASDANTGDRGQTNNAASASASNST
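Assay system: GST-tagged human GSK3beta kinase, cell-free; Input: 1.6 ng GSK3beta; Medium: Tris/MgCl2 kinase buffer; Timing: 60 min enzyme reaction, room temperature; Signal: ADP-Glo luminescence quantifying ADP generated by kinase; Evaluation: score relative to plate controls; Benchmarks: DMSO neutral wells and GW8510 at 20 µM as positive.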
Starred values were filed as active, the others as inactive; ? = inconclusive; / = not tested or not shown.

SMILES	KLF5 inhibitor	HSF1 activator	HSF1 inh	GSK3A inh	IEC-6 tox	HSP90 refold inh	HIF activator	aSyn 5UTR inh	AI-2 QS modul	GSK3beta inhib
Cn1nccc1C(=O)N1CCCC(N2CCN(Cc3ccc4c(c3)OCO4)CC2)C1 (stereo not drawn)	-22.3	-2.7	-9.0	2.3	0.1	-4.6	-0.1	-5.2	-3.1	3.6
CCOc1cc(NC(=O)CCl)c(OCC)cc1NC(C)=O	4.7	8.0	3.7	-5.0	-0.8	1.2	-1.2	-59.3	18.1	2.9
CC1Cc2ccccc2N1Cc1ccc([N+](=O)[O-])cc1 (stereo not drawn)	6.4	16.4	9.6	0.5	-3.4	-0.6	0.5	31.0	12.8	6.3
CCOc1cc(N2CCOCC2)c(OCC)cc1NC(=O)c1ccco1	-21.8	1.3	0.5	1.4	2.4	-0.8	-0.2	9.8	11.5	1.8
Cc1ncoc1C(=O)N1CCCC(C(=O)c2cccc3ccccc23)C1 (stereo not drawn)	-25.1	-4.8	-3.9	-4.3	2.3	0.7	0.3	11.4	5.5	-0.7
CCN(CC)S(=O)(=O)c1ccc(C(=O)OCCNC(=O)c2cccnc2)cc1	-4.7	-3.9	-5.1	-0.9	-0.2	-2.0	-0.6	-6.5	5.9	-3.3
COc1cc(SC)ccc1C(=O)NNC(=O)c1cc(C)oc1C	/	14.1	19.5	0.0	/	/	0.9	-32.2	10.8	1.2
COc1cccc(C(=O)Nc2ccc(S(=O)(=O)N3CCN(C)CC3)cc2)c1	-31.9	0.4	1.7	-1.0	-3.6	-5.8	1.5	-18.0	36.0	0.7
O=C(OCC1OC(n2ccc(=O)[nH]c2=O)C(O)C1OC(=O)c1ccccc1)c1ccccc1 (stereo not drawn)	-15.7	-5.8	-4.5	-0.5	8.4	1.3	0.2	18.3	-5.5	0.9
COc1ccc(OCC(=O)Nc2c3c(nn2C(C)(C)C)CSC3)cc1	-4.2	43.7	18.5	5.6	0.4	-3.3	-0.1	-9.4	28.1	0.7
Cc1ccc(C(=O)N/C(=C/c2ccc(-c3cccc([N+](=O)[O-])c3)o2)C(=O)NCCCN(C)C)cc1	-32.8	-23.3	-8.5	3.0	6.3	3.2	-0.4	16.8	1.2	-5.1
CC(=O)NC(c1ccc(C(C)C)cc1)c1c(O)ccc2ccccc12 (stereo not drawn)	/	1.3	0.1	1.4	/	/	-0.4	16.9	27.0	2.8
COc1ccc(C(=O)N(Cc2ccccc2)c2ccc(C)cc2)cc1S(=O)(=O)N1CCOCC1	/	6.3	4.5	2.5	/	/	1.0	-16.6	8.1	4.3
Cc1ccc2c(CC(=O)O)coc2c1C	-33.4	-3.7	-2.5	-2.6	-0.7	7.3	-0.9	28.6	21.6	2.9
COc1ccc(S(=O)(=O)Nc2ccc(S(=O)(=O)N3CCCCC3)cc2)cc1	-0.1	5.1	-0.7	-0.5	-2.4	-0.6	0.3	4.2	40.6	6.6
Cc1ccc(CNC(=O)CCc2ccc(S(=O)(=O)NC3CCCCC3)cc2)cc1	6.1	16.5	9.3	0.7	2.5	-4.1	-0.6	8.4	18.0	3.6
COc1cccc2cc(C(=O)NCc3ccc(F)cc3)c(=N)oc12	-35.1	-3.2	-1.4	-0.9	-3.3	3.4	-0.4	-6.7	15.1	1.3
O=C(CSc1nc2ccc(NC(=O)CSc3nnnn3-c3ccccc3)cc2s1)Nc1ccccc1	-8.5	-2.9	2.3	-2.0	0.8	2.5	/	-8.1	15.1	2.3
COC(=O)C1=C(C)N=C2SC(C#N)=C(N)N2C1c1cccc(OC)c1 (stereo not drawn)	-21.4	31.2	13.8	-3.4	0.6	2.4	-0.6	9.8	8.0	-2.4
Cc1nc(Nc2ccncc2)c2oc3ccccc3c2n1	-25.6	13.6	7.1	-2.2	-0.2	2.3	0.2	-66.1	17.9	0.5
Cc1ccc2c(c1)N(S(=O)(=O)c1cc(-c3cc(C)no3)ccc1C)CCO2	-37.9	-25.4	-0.6	-1.0	5.9	3.7	0.1	38.0	-0.5	2.8
COc1ccc(S(=O)(=O)N(CC(=O)N2CCN(C)CC2)c2ccc(C)cc2)cc1Br	-22.5	-4.1	-17.6	/	-1.2	0.5	-26.2	-21.7	6.4	2.4
O=C1CN(C(=O)c2ccc(Br)o2)C(c2ccc(F)cc2)c2cc(F)ccc2N1 (stereo not drawn)	-37.0	16.9	3.2	0.2	-4.3	3.5	-0.3	13.7	16.8	-0.3
COCCOc1cc(N2C(=O)CSCC2=O)c(Cl)cc1Cl	-15.7	-7.3	-2.4	-2.1	0.5	-1.0	-0.2	7.8	8.6	-1.2
COc1ccc(C2N(c3ccc4c(c3)OCCO4)C(=O)C2(F)F)cc1OC (stereo not drawn)	-8.5	7.1	-1.5	-0.4	-2.6	0.5	0.0	3.5	28.4	0.9
COCCCn1c(C(=O)N2CCOCC2)cc2c(=O)n3ccccc3nc21	-4.9	4.7	-4.7	-0.7	-0.6	-3.0	0.0	-1.6	3.9	0.5
C=Cc1ccc(C(=O)NC2CCCN(Cc3ccccc3F)C2)cc1 (stereo not drawn)	-55.3	6.2	-5.0	-1.8	-7.6	-2.6	-0.5	-0.1	25.3	3.8
CC1CC(OCC(O)CN2CCOCC2)CC(C)(C)C1 (stereo not drawn)	-4.8	-6.1	-1.5	/	-2.4	-0.4	-0.8	20.2	2.3	0.3
CC(NC(=O)CSc1ncnc2nc[nH]c12)c1ccccc1 (stereo not drawn)	1.0	10.9	-1.4	1.4	5.6	0.6	-0.4	14.0	12.5	-1.7
CCOc1ccc(S(=O)(=O)NCc2ccncc2)cc1	-27.8	-13.6	-5.0	-2.8	20.4	6.4	0.1	15.7	13.8	1.0
O=C(CCn1c(=O)oc2ccccc21)NCCC1=CCCCC1	-22.6	5.4	-1.0	2.7	-3.3	-3.5	0.2	-25.9	-5.9	4.0
CCOc1ccc(Oc2c(C)oc3cc(O)ccc3c2=O)cc1	-12.4	4.2	-6.2	-3.4	2.2	-1.0	-0.2	4.3	37.3	-0.2
O=C(O)c1ccccc1NC(=O)c1ccccc1-c1ccccc1C(=O)O	-20.8	1.1	3.3	-9.7	-2.4	0.3	0.4	1.4	23.6	3.7
O=C(C1CC1)N1CCN(Cc2ccccc2)CC1	/	8.7	-3.2	-1.3	/	/	-0.2	-10.0	13.5	-1.4
Cc1c(C(=O)N2CCCCC2)nn(-c2ccc(Cl)cc2)c(=O)c1C#N	0.4	11.2	7.5	-3.0	4.2	-1.3	-0.9	11.8	11.9	-1.9
CCOC(=O)c1c(C)[nH]c(C)c1C(=O)COc1ncnc2ccccc12	1.9	/	/	-1.3	11.8	0.9	-0.3	0.0	9.6	-0.4
Cc1ccc(OCC(=O)O/N=C(\N)c2ccncc2)c(C)c1	-214.2	25.1	27.2	1.3	-7.7	-0.4	3.6	-182.1	16.2	1.1
COc1ccc(CN=CC2=C(O)CNC2=O)cc1	-45.4	7.8	-1.0	1.4	-0.4	-2.1	-0.7	11.1	4.0	0.2
COc1ccc(COC(=O)N/N=C(\C)CC(=O)Nc2ccc(Cl)cc2)cc1	18.0	44.4	15.0	-0.9	1.7	-3.8	-0.5	-11.9	-13.7	-2.3
C=CCc1ccc(OCCOCCNCCOC)c(OC)c1	1.4	-1.9	-2.3	-2.9	-4.9	-3.1	-1.0	5.5	17.7	2.3
N#Cc1ccc(CSc2nnc(-c3ccncc3)o2)cc1	-11.6	9.9	0.5	17.0	-8.7	-1.6	0.6	-31.2	5.9	-0.3
Cc1ccc(-c2nnc(SC(C)C#N)n2N)cc1 (stereo not drawn)	-20.1	8.9	-1.3	-1.6	0.7	-1.8	0.0	9.4	0.6	-0.1
CNS(=O)(=O)c1ccc2c3c(cccc13)C(=O)N2	-13.4	-18.5	-12.0	2.6	-4.0	0.8	-0.2	40.0	-39.7	-3.9
N#Cc1c(Oc2ccc3ccccc3c2)sc(C(=O)c2ccccc2)c1N	-2.5	18.1	10.2	-1.0	-4.5	-1.4	0.0	-16.4	14.2	-2.0
C=CCN1C(=O)SC(Cc2cccc(OC)c2O)C1=O (stereo not drawn)	-16.4	22.4	-2.5	1.2	0.2	-0.6	-0.1	-3.8	4.4	-6.1
COCCNC(=O)c1ccc2c(Cl)c3c(nc2c1)CCC3	-71.8	8.6	9.1	2.5	2.7	2.6	0.8	-145.2	5.6	-5.7
COc1ccc(/C=N/Nc2cc(N3CCCC3)nc(N3CCCC3)n2)cc1	-18.7	-31.2	-19.9	-7.1	-3.8	-1.2	0.1	11.9	21.2	-2.6
COc1ccc(N2CCN(CC(=O)Nc3c(C)cc(C)cc3C)CC2)cc1	-14.8	6.4	0.7	-1.1	0.0	0.3	0.4	23.2	29.5	4.1
CCOC(=O)CNC(=O)CSc1ccc(-c2nc3ccccc3[nH]2)cn1	-14.0	4.2	-2.1	-1.9	-4.0	-3.4	0.6	-14.6	/	/
CCC(C)c1ccc(OCc2ccc(C(=O)O)o2)cc1 (stereo not drawn)	-45.3	-61.4	-52.7*	-8.5	-0.9	93.6*	2.2	-86.0	44.6	4.5
COc1ccc(NC(=S)NCc2cccs2)c(OC)c1	-10.9	-3.1	12.3	0.7	4.2	2.0	2.3	20.1	2.3	1.9
CC(NC(=O)COC(=O)CCNC(=O)c1ccco1)C12CC3CC(CC(C3)C1)C2 (stereo not drawn)	-12.0	/	/	-3.8	-0.4	1.6	/	/	3.7	1.0
O=C(Nc1cc(Cl)ccc1O)C1CC(c2ccccc2Cl)=NO1 (stereo not drawn)	19.3	3.5	8.7	0.8	0.2	-1.2	-0.5	-6.3	?	4.3
CN(C)c1ccc(P(=O)(OCc2ccccc2)C(O)c2cccnc2)cc1 (stereo not drawn)	-10.7	3.2	-1.1	-3.0	-2.9	0.1	0.4	18.6	8.8	-1.4

Copied from the list.
Entry for `CC(NC(=O)COC(=O)CCNC(=O)c1ccco1)C12CC3CC(CC(C3)C1)C2` (stereo not drawn) under KLF5 inhibitor: -12.0
Entry for `CCOC(=O)CNC(=O)CSc1ccc(-c2nc3ccccc3[nH]2)cn1` under KLF5 inhibitor: -14.0
